Screening results as filed in PubChem BioAssay.
IDH1 R132H inh: blocks human mutant IDH1 R132H enzyme; O75874; IDH1-R132H enzyme, NADPH consumption, diaphorase/resazurin fluorescence; Potency, µM (titrated, usually from 76.6 µM), for the others: top-dose activity change, negative = inhibition, most hits filed as inhibitors; 390,000 compounds, 0.093% hits; AID 602179; also: % is scaled to controls: 0 for no effect and ±100 for the full control effect; nearly all actives have a fitted effect of over 65% in size
Target sequence (O75874 whole entry R132H, stated change not applied): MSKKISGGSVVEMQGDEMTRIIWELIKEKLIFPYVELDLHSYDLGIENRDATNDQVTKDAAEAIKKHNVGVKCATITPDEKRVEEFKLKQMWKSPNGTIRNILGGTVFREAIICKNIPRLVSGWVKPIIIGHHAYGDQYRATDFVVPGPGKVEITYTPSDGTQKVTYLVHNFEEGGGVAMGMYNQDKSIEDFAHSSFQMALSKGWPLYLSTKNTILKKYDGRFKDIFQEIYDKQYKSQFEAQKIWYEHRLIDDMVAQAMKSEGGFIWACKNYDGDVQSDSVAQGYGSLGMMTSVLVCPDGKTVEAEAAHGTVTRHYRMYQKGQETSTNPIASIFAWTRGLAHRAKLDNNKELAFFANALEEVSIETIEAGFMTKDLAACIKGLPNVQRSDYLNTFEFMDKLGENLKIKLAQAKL
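IDH1-R132H (0.5 ug/mL) preincubated 30 min with compound, then NADPH (0.016 mM) and alpha-KG (2 mM) added; 80 min at RT, pH 7.5. Remaining NADPH coupled via diaphorase/resazurin to fluorescence (540/590 nm); concentration-response curves normalized to no-enzyme control.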
TrxR1 substrate: is turned over as a substrate by rat TrxR1; Potency, µM (top dose mostly 114 µM), for the others: at the highest dose activity change, negative = substrate turnover; purified TrxR1 substrate turnover, NADPH consumption readout; 390,000 compounds, 0.01% hits; O89049; AID 588456; also: % is scaled to controls: 0 for no effect and ±100 for the full control effect; nearly all actives have a fitted effect of over 50% in size
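Rat TrxR1, dispensed at 90 nM, was prereduced with 400 uM NADPH (final) for 5 min at ~22 deg C, then incubated with compound 15 min before 400 uM selenite. A first-read NADPH fluorescence drop versus no-compound background flagged substrates.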
USP1-UAF1 inh: inhibitors of human USP1/UAF1 deubiquitinase. recombinant USP1/UAF1, Ub-Rhodamine cleavage fluorescence. O94782. AID 743255. 390,000 compounds, 0.23% hits. Potency, µM (series often up to 57.1 µM), for the others: at the highest dose activity change, negative = inhibition, hits mostly inhibitors; also: % is scaled to controls: 0 for no effect and ±100 for the full control effect; nearly all actives have a fitted effect of over 60% in size; inactives centre near -12
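Step one: compound is pinned into 1nM USP1/UAF1 in HEPES pH 7.8 buffer with TCEP. Step two: 15 min room-temperature incubation. Step three: Ub-Rho (150nM final) starts cleavage, tracked by fluorescence over six one-minute reads.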
ALOX12 inh: ALOX12 (human) lipoxygenase inhibition; P18054; purified 12hLO, xylenol orange hydroperoxide absorbance; Potency, µM (series often up to 108 µM), without a hit: at the top dose activity change, negative = inhibition, most hits filed as inhibitors; 580,000 compounds, 1.1% hits; also: % is scaled to controls: 0 for no effect and ±100 for the full control effect
Target sequence (P18054 whole entry, looked up): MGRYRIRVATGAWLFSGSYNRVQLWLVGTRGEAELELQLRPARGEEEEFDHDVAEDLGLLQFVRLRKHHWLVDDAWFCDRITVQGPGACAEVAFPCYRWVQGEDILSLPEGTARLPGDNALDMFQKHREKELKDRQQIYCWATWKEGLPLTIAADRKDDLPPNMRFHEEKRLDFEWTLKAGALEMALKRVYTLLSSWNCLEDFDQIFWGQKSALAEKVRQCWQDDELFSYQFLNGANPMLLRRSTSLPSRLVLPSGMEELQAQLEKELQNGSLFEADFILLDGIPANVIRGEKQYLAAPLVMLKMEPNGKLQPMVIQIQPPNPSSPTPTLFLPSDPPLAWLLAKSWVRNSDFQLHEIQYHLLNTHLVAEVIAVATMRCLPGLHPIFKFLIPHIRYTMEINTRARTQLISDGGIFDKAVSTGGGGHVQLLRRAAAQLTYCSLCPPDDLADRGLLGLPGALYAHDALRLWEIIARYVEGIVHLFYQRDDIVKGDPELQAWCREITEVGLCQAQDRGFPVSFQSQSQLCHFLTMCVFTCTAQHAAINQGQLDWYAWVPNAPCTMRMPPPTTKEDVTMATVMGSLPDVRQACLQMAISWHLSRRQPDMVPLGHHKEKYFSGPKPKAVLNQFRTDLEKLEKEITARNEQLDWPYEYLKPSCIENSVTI
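Hydroperoxide product was detected by ferrous iron/xylenol orange as the 573 to 405 nm absorbance ratio. Arachidonic acid at 40 uM (final) was turned over for 30 min at room temperature by 150 nM human 12hLO, pH 7.0 Hepes buffer, after 15 min compound preincubation.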
Vif-A3F inh: Vif-A3F binding inhibition; HeLa A3F-eYFP + Vif (tagged APOBEC3F with the HIV-1 protein that degrades it), YFP fluorescence increase; Potency, µM (doses to about 46.1 µM), for inactives: at the top dose activity, negative = active; 390,000 compounds, 0.2% hits; AID 602313; also: % of control where 0% means no effect; nearly all actives have a fitted effect of over 65% in size
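HeLa cells stably expressing Vif plus C-terminally eYFP-tagged A3F were seeded, incubated overnight at 37 deg C, dosed with compound, incubated overnight again at 37 deg C. Yellow fluorescence (Ex 488/Em 500-530) reported blocked Vif-mediated A3F-eYFP degradation.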
RGS4 inh: blocks human RGS4-accelerated GTP hydrolysis | P49798 | Transcreener GDP fluorescence polarization, RGS4-accelerated GTP hydrolysis | Potency, µM (top dose mostly 114 µM), for the others: top-dose activity change, negative = inhibition, most hits filed as inhibitors | 390,000 compounds, 0.039% hits; also: % is scaled to controls: 0 for no effect and ±100 for the full control effect; nearly all actives have a fitted effect of over 75% in size; some results filed as inactive show a strong effect at the top dose
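MLSMR compounds (23 nl, pin-transferred) preincubated 10 min at room temperature with a 500nM (2x) first reagent, then RGS4 at 900nM (2x) plus Transcreener GDP mix added; fluorescence polarization (620/688 nm) read before and after 90 min at 30 °C.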
Vif-A3G inh: inhibitors of Vif-APOBEC3G interaction; Potency, µM (top dose mostly 46.1 µM), without a hit: at the highest dose activity, negative = active, usual class: inhibitors; HeLa A3G-eYFP + Vif (tagged APOBEC3G with the HIV-1 protein that degrades it), YFP fluorescence, overnight; 410,000 compounds, 0.076% hits; Q9HC16;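 also: % is scaled to controls: 0 for no effect and ±100 for the full control effect; nearly all actives have a fitted effect of over 60% in size; hits raise eYFP signal because A3G escapes Vif-driven loss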
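Read-out is eYFP fluorescence (Ex 488/Em 500-530) from Vif-expressing HeLa A3G-eYFP cells; more signal means A3G escaped Vif-mediated degradation. Cells plated overnight, compound pinned in, incubated overnight at 37 deg C.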
rTrxR1 inhibitor: blocks rat thioredoxin reductase 1; O89049; recombinant rTrxR1, NADPH fluorescence consumption, selenite substrate; Potency, µM (highest dose often 114 µM), for the others: at the highest dose activity change, negative = inhibition, actives largely listed as inhibitors; 390,000 compounds, 1% hits; AID 588453; also: % is scaled to controls: 0 for no effect and ±100 for the full control effect; nearly all actives have a fitted effect of over 65% in size
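Rat TrxR1 (90 nM in the dispensed reagent) was pre-reduced with 400 uM NADPH for 5 min at room temperature, then incubated with compound for 15 min. After 400 uM selenite was added, NADPH fluorescence (Ex 340/Em 450 nm) was followed for 8 min.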
RXFP1 ag: agonists of human relaxin receptor RXFP1; Q9HBX9; AID 2676; HEK293T-RXFP1 cAMP TR-FRET, 30 min; response scale: percent of porcine relaxin response, buffer zero; Potency, µM (top dose mostly 57.5 µM), for inactives: at the highest dose activation, usual class: activators; 370,000 compounds, 0.3% hits; also: % is scaled to controls: 0 for no effect and ±100 for the full control effect; nearly all actives have a fitted effect of over 60% in size; many of its hits are not listed in these tables
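HEK293 cells stably expressing RXFP1, treated 30 min at 37C with compounds plus PDE4 inhibitor Ro 20174; cAMP measured by HTRF TR-FRET. Normalized to buffer and 29 nM porcine relaxin; EC50 by Hill fit.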
* marks the source's active call; other numbers are inactive results; u = inconclusive; x = not tested or not shown; & = joins results of further samples; [ ] = remark or other dose. Calls follow the shape of the dose curve; as a rule, active = well fitted curve in the direction sought with a large enough effect; inconclusive = small, poorly fitted or top-dose-only effect, or another doubt; inactive = no such curve, though single readings can be large; an effect the other way counts as inactive or inconclusive. Potency is read from the fitted curve at half-maximal effect.

Labels used below – A = IDH1 R132H inh; B = TrxR1 substrate; C = USP1-UAF1 inh; D = ALOX12 inh; E = Vif-A3F inh; F = RGS4 inh; G = Vif-A3G inh; H = rTrxR1 inhibitor; I = RXFP1 ag
CCc1nc(Cl)c(C#N)c2c1CCCC2
  A: 2%	B: -2%	C: -19%	D: 0%	E: 2%	F: -2%	G: 0%	H: 5%	I: 3.7%

COC(=O)CSc1nc(N2CCCCC2)c2c(c1C#N)CCCC2
  A: 10%	B: 11%[57.1 µM]	C: -5%	D: 0%&10%	E: 3%	F: -3%[11.4 µM]	G: -3%	H: -1%	I: 3.4%

N#CC1(N2CCN(C(=O)c3ccccc3)CC2)CCCCC1
  A: 1%	B: 7%	C: -21%	D: 32%[activator]	E: -5%	F: 2%	G: 2%	H: 31%	I: -0.2%

O=C(c1ccc(Cl)c([N+](=O)[O-])c1)N(Cc1ccc(Cl)cc1)C1CCS(=O)(=O)C1 (configuration not stated)
  A: 5%	B: 10%	C: -5%	D: -19%	E: 1%	F: 24%	G: -12%	H: 15%	I: -0.7%

O=C(CNS(=O)(=O)c1ccc(Br)s1)N1CCN(c2ccc(F)cc2)CC1
  A: 6%&0%	B: -11%[57.1 µM]	C: -20%&-10%	D: u	E: -2%&-2%	F: -38%&1%	G: 0%&6%	H: 25%[57.1 µM]	I: 0.0%&3.9%

CCc1noc(C)c1C(=O)N1CCOCC1
  A: -7%	B: -6%	C: -8%	D: 19%	E: -1%	F: 13%	G: 1%	H: 4%	I: 0.2%

O=C1CC(c2ccc(OCCCCCOc3ccc(C4CC(=O)NC4=O)cc3)cc2)C(=O)N1 (configuration not stated)
  A: 10%	B: 6%[57.1 µM]	C: 0%	D: -4%	E: 3%	F: -17%	G: -7%	H: u	I: -1.3%

CCN1CCN(c2nc(C)c3c(n2)CC(C)CC3=O)CC1 (configuration not stated)
  A: -6%	B: 4%[57.1 µM]	C: 0%	D: 2%	E: 5%	F: 1%	G: 1%	H: 14%[57.1 µM]	I: -0.7%

Cc1ccc(S(=O)(=O)N2C[C@]3(O)C[C@@H]4C(=O)N(c5ccccc5)C(=O)[C@@H]4C[C@]3(OC(=O)Nc3cccs3)C2)cc1
  A: -3%	B: x	C: -21%	D: -9%	E: u	F: x	G: 7%	H: x	I: x

COc1ccccc1CNC(=O)Cn1c(=O)oc2cc(Cl)ccc21
  A: 12%	B: 10%	C: -9%	D: -7%	E: -16%	F: 2%	G: 1%	H: 24%	I: -2.5%

O=[N+]([O-])c1ccc(Cl)c(/C=N/N2CCN(Cc3ccccc3Cl)CC2)c1
  A: 2%	B: 7%[57.1 µM]	C: 5%	D: 0%	E: -10%	F: 30%	G: -1%	H: 6%[57.1 µM]	I: 0.0%

O=C(CSc1nnc(-c2ccncc2)n1-c1ccccc1)Nc1ccc(F)cc1
  A: -11%	B: 0%[57.1 µM]	C: -6%	D: -8%	E: 2%	F: 1%	G: 2%	H: 17%[57.1 µM]	I: 18%

CN1CC[C@]2(CCN3CCc4c(oc5ccccc45)[C@@H]3C2)N(C)C1=O
  A: -2%	B: -4%	C: -6%	D: -1%	E: -1%	F: -12%	G: 0%	H: -12%	I: -0.4%

CNS(=O)(=O)c1ccc(Oc2ccc(S(=O)(=O)NC)cc2)cc1
  A: 3%	B: 9%[57.1 µM]	C: 5%	D: 156%[activator]	E: 4%	F: -3%	G: -1%	H: 23%[57.1 µM]	I: -0.4%

Cc1cccc(C)c1NC(=O)CNC(=O)Cc1ccc(Br)cc1
  A: 14%	B: 7%	C: -8%	D: -7%	E: 5%	F: -30%[56.9 µM]	G: -7%	H: 13%	I: 4.7%

COc1ccccc1/C=C/C(=O)NCC(=O)N/N=C/c1ccc2c(c1)OCO2
  A: -2%	B: 8%[57.1 µM]	C: -23%	D: -26%	E: -2%	F: 8%	G: -17%	H: 4%[57.1 µM]	I: 0.1%

O=C(COC(=O)COc1ccc(Cl)cc1)NC1CCCC1
  A: 3%	B: -1%	C: -17%	D: u	E: -18%	F: 6%	G: 1%	H: 27%	I: 3.4%

Cc1cc(C)c(NC(=O)CSc2nncn2-c2cccnc2)c(C)c1
  A: 4%	B: -2%[57.1 µM]	C: -8%	D: 13%	E: 13%	F: -7%	G: 2%	H: 18%[57.1 µM]	I: 4.1%

CC(CCc1ccccc1)NC(=O)c1ccc2nc(N3CCOCC3)sc2c1 (configuration not stated)
  A: 4%	B: 5%	C: -9%	D: 13%&43%	E: -13%	F: -39%	G: 1%	H: 20%[57.1 µM]	I: -1.6%

COc1cc(CNc2nc3ccccc3n2C)cc(OC)c1OC
  A: 5%	B: 6%	C: -1%	D: 9%	E: -4%	F: 8%	G: 1%	H: 4%	I: 1.7%

COCCCNC(NC(=O)c1ccc(Cl)cc1)C(Cl)(Cl)Cl (configuration not stated)
  A: 0%	B: -8%	C: 2%	D: 0%	E: 1%	F: 15%	G: 1%	H: -11%	I: -0.6%

Cc1ccc(Cn2c(=O)cc(C(=O)O)c3ccccc32)cc1
  A: 3%	B: 18%	C: -10%	D: -20%	E: -13%	F: -8%	G: 0%	H: 12%	I: 4.0%

O=C(CCc1c[nH]c2ccccc12)NCc1ccc2c(c1)OCO2
  A: -1%	B: -2%	C: -12%	D: u	E: 2%	F: 15%	G: -4%	H: -2%	I: 1.1%

O=c1c(-c2cc(-c3ccccc3)nc3c2COc2ccccc2-3)coc2ccc(Cl)cc12
  A: -13%	B: 10%[11.4 µM]	C: -7%	D: 0%	E: 0%	F: 3%	G: -1%	H: 8%	I: -2.1%

Cc1cc(/C=N/Nc2ccc([N+](=O)[O-])cn2)c(C)n1-c1ccc(C(=O)O)cc1
  A: 15%	B: -10%[57.1 µM]	C: -2%	D: u	E: -15%	F: -50%	G: -1%	H: u	I: 2.7%

Some entries already given with just IDH1 R132H inh, RXFP1 ag and ALOX12 inh:
| Molecule | IDH1 R132H inh | RXFP1 ag | ALOX12 inh |
| --- | --- | --- | --- |
| CCc1nc(Cl)c(C#N)c2c1CCCC2 | 2% | 3.7% | 0% |
| COC(=O)CSc1nc(N2CCCCC2)c2c(c1C#N)CCCC2 | 10% | 3.4% | 0%&10% |

The results go on:
Labels used below – A = IDH1 R132H inh; B = TrxR1 substrate; C = USP1-UAF1 inh; D = ALOX12 inh; E = Vif-A3F inh; F = RGS4 inh; G = Vif-A3G inh; H = rTrxR1 inhibitor; I = RXFP1 ag
CCCNC(=O)Cn1nc([N+](=O)[O-])c([N+](=O)[O-])c1C
  A: 4%	B: -16%	C: -5%	D: -18%	E: -2%	F: -14%	G: 0%	H: -18%	I: 0.9%

O=C(Nc1nncs1)c1ccc(F)c(S(=O)(=O)N2CCCCC2)c1
  A: 1%	B: -6%	C: -18%	D: u	E: -1%	F: 3%	G: 3%	H: 9%	I: 1.5%

O=C(O/N=C1\CCS(=O)(=O)c2sccc21)C1CC1
  A: 1%	B: -5%	C: -14%	D: 0%	E: 0%	F: -3%[56.9 µM]	G: 1%	H: 3%	I: 1.9%

CC(=NO)c1ccc2c(c1)Cc1cc([N+](=O)[O-])ccc1-2
  A: 1%	B: 10%[57.1 µM]	C: -6%	D: u	E: 14%	F: -8%	G: -13%	H: 8%[11.4 µM]	I: x

CN(CC(=O)Nc1c(Cl)cccc1Cl)C(=O)c1cc(-c2cccs2)nn1-c1ccccc1
  A: 2%	B: 6%	C: -17%	D: 3%	E: -3%	F: 9%	G: 1%	H: 18%	I: 7.1%

CCC(=O)Nc1nnc(SCc2ccc(F)cc2)s1
  A: 5%	B: 10%[57.1 µM]	C: -21%	D: 29%	E: -9%	F: 4%	G: 1%	H: 15%[57.1 µM]	I: -1.0%

COc1ccc(C2C(C(=O)Nc3cccnc3)=C(C)Nc3nc(SCc4ccccc4)nn32)cc1 (configuration not stated)
  A: -11%	B: -6%	C: -25%	D: -16%	E: -3%	F: 16%	G: 0%	H: 15%	I: 1.4%

CC(C)CC(CO)N1CCN(C(=O)c2ccc(Cl)c(Cl)c2)CCC1=O (configuration not stated)
  A: 1%	B: 1%	C: -17%	D: -3%	E: 1%	F: -7%	G: 6%	H: 21%	I: x

COc1ccc(NC(=O)Nc2ccc(N(C)C)cc2)cc1
  A: 0%	B: -9%	C: -11%	D: 0%	E: -3%	F: -8%	G: 1%	H: -15%	I: 0.0%

Cc1ccc(-n2c(CNc3ccc(F)cc3)nnc2SCC(=O)NCc2ccco2)cc1
  A: 2%	B: -10%	C: -2%	D: 0%	E: 4%	F: -41%	G: 2%	H: -11%	I: 0.5%

NCC[C@H](O)C(=O)N[C@@H]1C[C@H](N)[C@@H](O[C@H]2O[C@H](CN)[C@@H](O)[C@H](O)[C@H]2O)[C@H](O)[C@H]1O[C@H]1O[C@H](CO)[C@@H](O)[C@H](N)[C@H]1O
  A: 0%	B: -1%	C: 3%	D: 11%	E: 8%	F: 9%	G: 2%	H: 0%	I: 1.8%

Cc1ccc(CCNC(=O)CNC(=O)c2cccs2)cc1
  A: -7%	B: -5%[57.1 µM]	C: -18%	D: 2%	E: 6%	F: -12%	G: -1%	H: 21%[57.1 µM]	I: 0.6%

Some of the compounds tested. The share of hits here may be higher or lower than overall.
